PAX8 inh HTS: inhibitors of PAX8 transcriptional activity in RMG-I cells; RMG-I TPO-luciferase reporter, SteadyGlo, 24 h; inhibition, % at 12.6 µM; 360,000 compounds, 1.2% hits; AID 652154;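 active = mean replicate inhibition at least 60% with every replicate also reaching 60%; inconclusive = only one of the two criteria is met; inactive = mean below 60% and not all replicates reaching 60%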;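 note: luciferase light reporting Pax8 driven TPO promoter activity; plate controls were median of neutral control wells for no effect and mitoxantrone controls for full effect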
F508del corr: correctors of CFTR F508del function in bronchial epithelial cells; activity (quench increase), % at 7.58 µM; 350,000 compounds, 0.36% hits; CFBE cells, YFP halide quenching; stimulated with forskolin plus potentiator P3; % fluorescence drop versus neutral controls; AID 720511;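 active = mean added fluorescence quench of at least 8% versus neutral control, with both replicates also reaching 8%; inconclusive = only one of the mean or replicate conditions met; inactive = mean below 8% and not both replicates reaching 8%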;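 note: cells transiently co-express mutant CFTR-F508del with the halide-sensitive YFP; corrector assay measuring rescue of mutant channel to the surface after 24 h compound exposure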
ERp5 block: blocks human ERp5 reductase activity on insulin; ERp5 insulin aggregation, absorbance 650 nm, 90 min; 350,000 compounds, 0.05% hits; Q15084; inhibition, % at 9.99 µM; AID 651711;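 active = mean replicate inhibition above about 25%, with every replicate also reaching it, limit read from the data, passing the limit was not always enough; inconclusive = only one of those two criteria met; inactive = neither criterion met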
Target sequence (Q15084 whole entry, looked up): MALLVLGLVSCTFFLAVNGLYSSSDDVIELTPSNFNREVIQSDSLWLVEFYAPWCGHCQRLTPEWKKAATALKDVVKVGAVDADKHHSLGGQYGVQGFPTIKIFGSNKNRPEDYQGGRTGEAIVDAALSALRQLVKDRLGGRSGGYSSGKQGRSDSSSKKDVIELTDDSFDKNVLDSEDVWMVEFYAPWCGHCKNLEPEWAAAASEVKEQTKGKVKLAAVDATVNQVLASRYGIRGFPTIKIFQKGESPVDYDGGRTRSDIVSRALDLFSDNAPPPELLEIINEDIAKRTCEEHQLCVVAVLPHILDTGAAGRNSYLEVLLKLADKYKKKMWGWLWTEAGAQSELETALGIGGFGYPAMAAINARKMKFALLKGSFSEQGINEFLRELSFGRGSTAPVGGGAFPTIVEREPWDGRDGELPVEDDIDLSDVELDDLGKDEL
GSIS activator: GLuc luminescence reporter in INS-1E cells, primary screen for activators of glucose-dependent secretion of insulin | activation, % at 16.6 µM | AID 743287 | 370,000 compounds, 0.61% hits | INS-1E GLuc reporter insulin secretion, 2-3 h;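 active = lowest replicate activation of at least 40%, so every replicate reaches that level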;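 note: 0% = median of neutral control wells and 100% = median of IBMX positive control wells; some compounds called inactive have numbers as strong as hits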
DENV2 CPE rescue: DENV2-induced cell death inhibition; 350,000 compounds, 1.7% hits; DENV2-infected cells, cytopathic effect rescue, plate reader; CPE inhibition, % at 9.99 µM; in the data active = CPE inhibition above about 20%, passing the limit was not always enough; inconclusive = no clear call, values can overlap the other calls; tested in BHK-21 cells;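 note: 0% = median of neutral control wells and 100% = median of positive control wells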
EWS-Fli block: EWS/Fli transcriptional activity inhibition | A673 NR0B1-luciferase reporter, viability-normalised | inhibition, % at 12.6 µM | 350,000 compounds, 0.67% hits | AID 651661;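 active = mean inhibition of at least 50% after viability correction, with every replicate also passing that limit; inconclusive = mean reaches 50% but only one of two replicates passes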;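 note: firefly luciferase signal divided by Alamar Blue viability fluorescence both relative to DMSO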
ARNT TACC3 PPI: ARNT/TACC3 interaction disruption; AlphaScreen His-ARNT PAS-B/GST-TACC3 binding, luminescence; TACC3 fragment carries E629A point mutation; Q9Y6A5; inhibition, % at 9.99 µM; AID 623870; 390,000 compounds, 0.66% hits;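 active = mean inhibition of replicates at least 50% and at least half of replicates each reaching 50%; inconclusive = half or more replicates reach 50% but mean below 50%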;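 note: 0% = complete ARNT plus TACC3 wells and 100% = ARNT alone without TACC3; many hits fall short of the cut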
Xi reactivation: reactivates the inactive X chromosome in mouse fibroblasts. XiGFP mouse fibroblasts, % GFP-positive cells imaging, 3 d; cells co-treated with 5-aza-dC sensitizer; scaled so ellipticine positive control = 100%. activation, % at 7.58 µM. 360,000 compounds, 0.055% hits;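 active = mean normalized replicate activation at least 10% and every replicate at or above 10%; inconclusive = only one of the two criteria met; inactive = mean below 10% and not all replicates reach 10%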;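 note: 0% = median of on-plate neutral control wells and 100% = ellipticine 6 µM median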
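System: SV40-immortalized XiGFP fibroblast cells, line 68-5-11 / Incubation: 3-day compound exposure, then 15 min fixation at room temperature / Compound: single concentration per compound, delivered by pin transfer / Buffer or medium: DMEM plus 5-aza-dC sensitizer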
* hit, by the source's call; ? = inconclusive; / = not tested or not shown.

SMILES | PAX8 inh HTS | F508del corr | ERp5 block | GSIS activator | DENV2 CPE rescue | EWS-Fli block | ARNT TACC3 PPI | Xi reactivation
Cc1nnc(SCc2cccc3ccccc23)n(N)c1=O | 13 | -3.9 | 6 | 3 | 11 | -8 | -4 | -0.1
CCN(CC(=O)Nc1ccc2c(c1)OCCO2)Cc1nc2cc(Cl)ccc2c(=O)[nH]1 | 12 | 1.9 | -4 | 4 | ? | 6 | -1 | 0.0
CSc1cccc(NC(=O)CN2C(=O)c3ccccc3S2(=O)=O)c1 | 17 | -7.2 | 1 | -7 | 3 | 24 | -2 | 0.0
COc1ccc(N2CCN(C(=O)c3cc(S(=O)(=O)N4CCCCCC4)ccc3OC)CC2)cc1 | 10 | -6.2 | 12 | -21 | -7 | 7 | -1 | -0.1
O=C(Nc1c2c(nn1-c1ccccc1)CS(=O)(=O)C2)c1ccccc1C(F)(F)F | -19 | 2.9 | 5 | 3 | 1 | / | -2 | 0.0
COc1ccc(Cl)cc1C1=CC(=O)C[C@H](c2ccc(F)cc2)C1 | -9 | 2.2 | -2 | -7 | -12 | -5 | 14 | 0.0
COc1ccc(NC(=O)N(C)C[C@H]2Oc3ccc(NS(=O)(=O)c4ccc(Cl)cc4)cc3C(=O)N([C@@H](C)CO)C[C@@H]2C)cc1 | / | 1.2 | 3 | -6 | 16 | 0 | -3 | 9.6
Cc1cnc(NC(=O)NCC2CCCC(CNC(=O)Nc3ncc(C)s3)C2)s1 (stereo not drawn) | 0 | -0.1 | 2 | -9 | -1 | 17 | -1 | -0.1
COc1ccc2c3c([nH]c2c1)[C@@H](CO)N(Cc1ccccn1)CC31CN(Cc2cccc(F)c2)C1 | / | 4.3 | / | -9 | 16 | 10 | / | 0.3
CC(C)Oc1ccc(C(=O)OCC(=O)NC(=O)NC2CCCC2)cc1 | -6 | -3.1 | -10 | -7 | -6 | -5 | 4 | 0.0
CC[C@H](NC(=O)[C@@H](Cc1ccccc1)NC(=O)[C@H]1O[C@@H](n2ccc(=O)[nH]c2=O)[C@H](O)[C@@H]1O)c1ccccc1 | -19 | 0.0 | -1 | / | -9 | 7 | / | 0.1
COc1ccc(Cc2nnc(NC(=O)Nc3ccc(F)cc3)s2)cc1 | 16 | 0.9 | 2 | -5 | ? | 6 | 0 | -0.1
O=C(C[C@H]1C=C[C@H](NC(=O)C2CC2)[C@H](CO)O1)Nc1ccccc1 | -2 | 1.4 | 2 | 15 | ? | -2 | 12 | -0.3
CCOC(=O)C1(Cc2ccccc2)CCCN(C(=O)C=C(C)C)C1 (stereo not drawn) | -52 | 3.1 | -1 | -1 | -7 | -95 | -3 | 0.1
O=C(OCc1ccc([N+](=O)[O-])cc1)C1CC(=O)N(c2ccccc2)C1 (stereo not drawn) | / | 2.8 | -3 | 0 | 2 | -1 | -7 | /
Cn1c(=O)[nH]c(=O)c2c1[nH]c(=S)n2Cc1ccc(Cl)cc1 | -5 | -0.8 | -6 | -19 | -6 | -5 | 0 | 0.1
O=C(CN1CCN(c2ncccn2)CC1)N1CCc2ccccc21 | -8 | -2.5 | 5 | 3 | -12 | -7 | -1 | 0.3
O=C(COC(=O)/C=C/c1cccc(Br)c1)NC1CCCC1 | -12 | / | -5 | / | -12 | -6 | / | 0.0
C[C@@H]1CCCCO[C@@H](CN(C)Cc2ccccc2)[C@@H](C)CN([C@@H](C)CO)C(=O)c2cc(NS(C)(=O)=O)ccc2O1 | 10 | 1.5 | / | 10 | / | 3 | / | -0.9
CC(C)C(=O)Nc1c2c(nn1-c1ccc(F)cc1)CSC2 | 10 | -5.1 | 0 | -9 | 5 | / | 4 | 0.0
O=C(CN1CCN(c2ccccc2)CC1)Nc1ccccc1Cl | 1 | / | 1 | 4 | 3 | 3 | / | 0.2
S=C(Nc1ccccc1Cl)N1CCCCC1 | 15 | / | 7 | / | 1 | 5 | 6 | 0.1
Cc1noc(C)c1NC(=O)N[C@@H]1CC[C@H](CCNC(=O)C2CC2)O[C@@H]1CO | 3 | 1.2 | 3 | 6 | 3 | -7 | -5 | -1.1
COCC(=O)N(C)C[C@@H]1Oc2ncc(-c3cccc(OC)c3)cc2C(=O)N([C@@H](C)CO)C[C@H]1C | / | 0.5 | 4 | 4 | 0 | -13 | 16 | 0.0
C[C@@H]1CN([C@@H](C)CO)C(=O)Cc2cc(NC(=O)C3CC3)ccc2O[C@@H]1CN(C)C(=O)Nc1cccc2ccccc12 | 22 | -0.9 | -3 | 4 | 9 | 13 | 2 | 0.2
Cc1cc(C(=O)Nc2cc(C(F)(F)F)ccc2N2CCOCC2)no1 | -4 | 0.8 | 4 | 29 | -3 | / | -23 | -0.1
Cc1csc(NC(=O)c2cc3ccccc3o2)n1 | -115 | 0.7 | 0 | 8 | 1 | 11 | / | 0.0
COc1ccc(/C=C2\Oc3cc(OCC(=O)N4CCC(C(=O)O)CC4)ccc3C2=O)c(OC)c1OC | / | -2.1 | 4 | -3 | 10 | -14 | -1 | /
OCCC1CN(Cc2cnc(-c3ccccc3)s2)CCN1Cc1ccccc1 (stereo not drawn) | -6 | 2.3 | 2 | -10 | 10 | 6 | 12 | 0.0
CO[C@@H]1CN(C)C(=O)c2cc(NC(C)=O)ccc2OC[C@H](C)N(C(=O)CN(C)C)C[C@@H]1C | 2 | / | 12 | 13 | -3 | 0 | 4 | 0.0
Cc1ccc(CNC(=O)c2nn(C)c(C)c2[N+](=O)[O-])cc1 | 9 | -3.3 | 2 | 8 | 16 | -9 | -3 | 0.0
C[C@@H]1CN([C@@H](C)CO)C(=O)c2cc(NC(=O)NC3CCCCC3)ccc2O[C@@H](C)CCCCO[C@@H]1CN(C)Cc1ccccc1 | -17 | -0.9 | 4 | -16 | 1 | 4 | 14 | 0.0
COc1ccccc1NC(=O)N[C@@H]1CC[C@H](CCn2cc(C3(O)CCCC3)nn2)O[C@H]1CO | 14 | -2.0 | -1 | 8 | 3 | -2 | -1 | -0.4
COc1ccc(NC(=O)Cc2c(F)cccc2Cl)cc1 | -37 | 0.0 | -3 | 3 | 1 | -49 | -1 | 0.1
CC(C)C#Cc1ccc2c(c1)O[C@H](CN(C)C(=O)C1CCCCC1)[C@@H](C)CN([C@H](C)CO)S2(=O)=O | / | -2.8 | / | -21 | / | 36 | / | -0.3
CCOC(=O)c1csc(NNC=O)n1 | 6 | / | / | 12 | / | / | 3 | 0.3
O=C(OCc1ccccc1)N1CCC2CC1c1cc(/C=C/CCCSc3ncccn3)ccc12 (stereo not drawn) | -19 | -3.3 | 1 | -9 | / | -76 | / | -0.1
C[C@H]1CN([C@@H](C)CO)C(=O)c2cc(-c3cncnc3)cnc2O[C@@H]1CN(C)C(=O)Cc1ccccn1 | / | 0.0 | 1 | 20 | 3 | 5 | 0 | -1.1
COC(=O)COc1coc(CN2CCN(c3cccc(Cl)c3)CC2)cc1=O | -9 | -0.7 | -2 | -16 | 5 | / | 19 | 0.0
NC(=NCc1ccccc1)c1cccc([N+](=O)[O-])c1 | -4 | 0.8 | 4 | 3 | 4 | 18 | 6 | 0.3
CN(C)C(=O)c1ccc(-c2ccc([C@H]3[C@H]4CN(C(=O)C5CC5)CCCCN4[C@H]3CO)cc2)cc1 | 9 | -1.8 | -2 | 1 | -7 | 5 | -2 | 0.1
COc1ccccc1NC(=O)N1CCN(Cc2ccc3c(c2)OCO3)CC1 | -9 | 1.8 | 2 | 1 | 2 | -2 | -2 | -0.1
COc1ccc(CNC(=O)C(C)OC(=O)c2cccc(N(C)C)c2)cc1 (stereo not drawn) | -1 | 1.1 | -2 | 4 | 9 | -3 | -2 | 0.2
Cc1cc(Br)cn2c(Cc3ccsc3)c(-c3cccc(Br)c3)nc12 | -1 | -2.3 | 10 | -25 | 0 | -10 | / | -0.1
C=C(C)C(=O)OCC(=O)NCc1ccccc1 | -24 | 0.4 | -2 | 1 | -4 | -6 | -5 | 0.2
COc1ccccc1CNC(=O)CN(C)S(=O)(=O)c1ccc2c(c1)n(C)c(=O)c(=O)n2C | 13 | 1.5 | -1 | -2 | -3 | -6 | -1 | 0.4
COc1ccccc1-c1cn(CC[C@@H]2CC[C@@H](NC(=O)Cc3ccccn3)[C@H](CO)O2)nn1 | -12 | -1.2 | 2 | 16 | -5 | 2 | -9 | -0.4
C[C@@H]1CN([C@@H](C)CO)C(=O)c2cc(NC(=O)C3CCCCC3)ccc2O[C@H]1CN(C)C(=O)Nc1ccccc1 | 8 | 2.4 | -1 | 1 | 5 | -14 | / | 0.4
S=C(NCCCN1CCOCC1)N1CCN(c2nc(-c3ccc(Cl)cc3)cs2)CC1 | 39 | -0.6 | 0 | -3 | ? | 28 | 3 | 0.0
CN1c2ccc(-c3ccc(F)cc3)cc2[C@H]2[C@H](CCN2C(=O)Cc2ccccn2)[C@H]1CO | 3 | 1.5 | 0 | -12 | 11 | -5 | 25 | 0.0
C/C=C/c1ccc([C@@H]2[C@@H](CO)N(C(C)=O)[C@@H]2CN(C)C(=O)CN(C)C)cc1 | 6 | -1.0 | / | 12 | 14 | -2 | 0 | 0.0
CCCC(=O)Nc1ccc2c(c1)OC[C@@H](C)N(C(=O)c1cccnc1)C[C@H](C)[C@H](OC)CN(C)C2=O | 0 | 1.5 | -3 | 8 | -6 | 2 | 0 | -0.1
Cc1ccc(-c2csc(NC(=O)c3ccc4c(=O)n5c(nc4c3)CCCCC5)n2)cc1 | 5 | / | -5 | -3 | -4 | -2 | / | -0.4

Reformatted: eight of the compounds above
The line under a structure holds: PAX8 inh HTS	F508del corr	ERp5 block	GSIS activator	DENV2 CPE rescue	EWS-Fli block	ARNT TACC3 PPI	Xi reactivation
- C=C(C)C(=O)OCC(=O)NCc1ccccc1
 : -24	0.4	-2	1	-4	-6	-5	0.2
- COc1ccccc1CNC(=O)CN(C)S(=O)(=O)c1ccc2c(c1)n(C)c(=O)c(=O)n2C
 : 13	1.5	-1	-2	-3	-6	-1	0.4
- COc1ccccc1-c1cn(CC[C@@H]2CC[C@@H](NC(=O)Cc3ccccn3)[C@H](CO)O2)nn1
 : -12	-1.2	2	16	-5	2	-9	-0.4
- C[C@@H]1CN([C@@H](C)CO)C(=O)c2cc(NC(=O)C3CCCCC3)ccc2O[C@H]1CN(C)C(=O)Nc1ccccc1
 : 8	2.4	-1	1	5	-14	/	0.4
- S=C(NCCCN1CCOCC1)N1CCN(c2nc(-c3ccc(Cl)cc3)cs2)CC1
 : 39	-0.6	0	-3	?	28	3	0.0
- CN1c2ccc(-c3ccc(F)cc3)cc2[C@H]2[C@H](CCN2C(=O)Cc2ccccn2)[C@H]1CO
 : 3	1.5	0	-12	11	-5	25	0.0
- C/C=C/c1ccc([C@@H]2[C@@H](CO)N(C(C)=O)[C@@H]2CN(C)C(=O)CN(C)C)cc1
 : 6	-1.0	/	12	14	-2	0	0.0
- CCCC(=O)Nc1ccc2c(c1)OC[C@@H](C)N(C(=O)c1cccnc1)C[C@H](C)[C@H](OC)CN(C)C2=O
 : 0	1.5	-3	8	-6	2	0	-0.1

Bioassay records as filed in PubChem BioAssay.
